Insulin prom up = MIN6 insulin promoter up-regulation | MIN6 insulin promoter-GFP reporter, high-content imaging; stronger effect = higher value | hit rate 0.3% among 190,000 | z-score at 5 µM;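 active = z-score above 3 at 5 µM with at least 500 cells counted in the well; inconclusive = wells under 500 cells, flagged as cytotoxic or low count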
bCat nuc transl = alters nuclear translocation of beta-catenin in HeLa cells | immunofluorescence imaging | nuclear translocation activity, % at 5 µM | AID 1665 | hit rate 0.3% among 190,000;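 active = nuclear translocation activity above 50% at 5 µM, with a well cell count of 50 or more; inconclusive = wells under 50 cells across six images, flagged as toxic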;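 also: per-cell ratio of nuclear to cytoplasmic median beta-catenin stain intensity; plate controls were DMSO negative control for no effect and GSK-3 inhibitor IX positive control for full effect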
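Read-out: Nuclear/cytoplasmic beta-catenin signal ratio, % activation | Assay system: Human HeLa cell line | Times: 24 h compound exposure at 37°C, 5% CO2 | Signal: Fluorescence imaging of beta-catenin antibody stain plus DAPI | Dosing: 5 µM primary, 0.02–20 µM confirmation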
MT stabilize HCS = microtubule stabilization, imaging screen; % tubulin-high responders, % at 10 µM; HeLa tubulin immunostaining HCS, 24 h; share of cells brighter than vehicle mean+2SD; AID 2205; hit rate 0.83% among 200,000;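 active = plate Z-score above 3 for both tubulin-high and condensed-nucleus cell shares, with cell loss under 80%, at 10 µM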;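 also: anti alpha tubulin signal scored within the nucleus-defined area of each cell; some results filed as inactive read as strong as hits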
CSM14.1 death rescue = protection against thapsigargin-triggered cell killing – 384-well, CSM14.1, ATP luminescence, primary screen (AID 1222); CSM14.1 thapsigargin-induced death rescue, ATP luminescence; higher % means a stronger effect; cellular ATP content (survival), % at 20 µM, or EC50 in µM where a hit was titrated; 190,000 tested, under 10 active;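 active = EC50 below 50 µM in the dose-response confirmation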;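 also: death triggered by thapsigargin at about 15 µM added after 2 h compound pretreatment; cell ATP read after overnight thapsigargin exposure of roughly 18 to 22 hours; normalized against plate controls of thapsigargin alone and 5% DMSO vehicle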
Dynein cargo inh = dynein cargo transport inhibition. hit rate 0.47% among 220,000. AID 1381. z-score, hits read low. 3617.4 mouse cells, GR-EGFP nuclear translocation imaging; test concentration mostly 20 µM; stimulated with dexamethasone, 1 µM; stronger effect = lower value;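 active = plate z-score of nuclear minus cytoplasmic receptor signal below a set negative limit, without overly bright fluorescence or cell loss, cut at about -3.5 in these data, passing the limit was not always enough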;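 also: z-score of nuclear minus cytoplasmic ring GR-EGFP intensity difference per well; some compounds called inactive have numbers as strong as hits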
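Buffer or medium: tet-free, stripped-serum medium; reagent: dexamethasone at 1.0 µM final, 30 min; incubation: 48 h induction, 1 h compound, 30 min dex at 37 °C; measured by: formaldehyde fixation, Hoechst nuclear stain, 10x automated fluorescence imaging; read-out: nuclear-to-cytoplasmic GR-EGFP distribution per well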
Autophagy HCS = alters autophagy in cells; MEF GFP-LC3 puncta imaging; test concentration mostly 10 µM; calls only at 10 µM (by protocol); hit rate 0.98% among 190,000;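 active = percentage of spot-positive cells more than 3 SD above its plate mean, without a fluorescence outlier flag or 80% toxicity; inconclusive = no clear call, values can overlap the other calls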;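 also: spot-positive cell cutoff set from DMSO-treated cells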
UTI89 phage lysis = inhibition of K1F phage lysis, E. coli UTI89, bacterial capsule biogenesis inhibitors, alamar blue (AID 488966) | E. coli UTI89 K1F phage lysis, alamar blue, 2 h; higher % means a stronger effect | one-dose inhibition, % at 100 µM; IC50 in µM for titrated hits | hit rate 0.02% among 340,000;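 active = phage lysis inhibition, versus mean bacterial control, above a set limit; inconclusive = no clear call, values can overlap the other calls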;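 also: capsule biogenesis inhibitors block K1F phage lysis so surviving cells raise fluorescence; higher fluorescence means more inhibition of phage lysis; actives were called in the ten point dose series up to 300 µM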
P. falciparum M17LAP = P. falciparum M17LAP inhibitors, primary screen, biochemical, fluorogenic H-Leu-NHMec substrate, 1536-well (AID 1619); one-dose inhibition, % at 30 µM; IC50 in µM for titrated hits; recombinant M17LAP, H-Leu-NHMec fluorogenic kinetic assay; higher % means a stronger effect; hit rate 0.38% among 220,000;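 active = compound inhibiting the enzyme by more than half at any dose during confirmatory dose-response retesting; inconclusive = strong single-dose inhibitors picked by rank but not retested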;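 also: plate controls were full reaction with DMSO carrier for no effect and no enzyme background for full effect; strong numbers were not always called active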
M1AAP inhibition = malaria alanyl aminopeptidase activity blockers – biochemical, fluorogenic H-Leu-NHMec substrate, 1536-well (AID 1445); hit rate 0.42% among 220,000; recombinant M1AAP, H-Leu-NHMec fluorogenic kinetic assay; higher % means a stronger effect; inhibition, % at 30 µM; hits with a dose series show IC50 in µM;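 active = primary inhibition above the hit cutoff, then over 50% inhibition at one or more dose response concentrations, cut at about 23% in these data, passing the limit was not always enough; inconclusive = conflicting primary data, or primary hits not chosen for dose response; inactive = low primary inhibition, or under 50% at every dose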;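 also: plate controls were DMSO full reaction for no effect and no enzyme background for full effect; strong numbers were not always called active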
Dynein cargo inh cytoplasmic EGFP = further read-out of Dynein cargo inh, marked with its call; z-score; measured here: cytoplasmic GR-EGFP intensity; stronger effect = higher value
Dynein cargo inh nuclear GR-EGFP = also measured in Dynein cargo inh; calls as there; z-score; measured here: nuclear GR-EGFP intensity;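 lower value marks the stronger effect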
Dynein cargo inh cell count = recorded beside Dynein cargo inh, whose call it bears; z-score; measured here: cell count per field
Insulin prom up cell count = second read-out of Insulin prom up, no call of its own (marks repeat the call); cell count; measured here: cytotoxicity, nuclei count;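 total cells summed across four imaged fields per well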
bCat nuc transl cell count 5 µM = further read-out of bCat nuc transl, marked with its call; cell count; measured here: cell count, cytotoxicity flag
MT stabilize HCS Hoechst-high % = recorded beside MT stabilize HCS, whose call it bears; % Hoechst-high responders; measured here: nuclear condensation Hoechst responders;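 share of cells brighter than vehicle mean plus two SD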
MT stabilize HCS cytotoxicity % = also measured in MT stabilize HCS; calls as there; toxicity, %; measured here: cytotoxicity by cell density;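 0% = mean cell density of plate MIN control wells and 100% = no cells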
Autophagy HCS cell loss 18 h = further read-out of Autophagy HCS, marked with its call; toxicity, %; measured here: cell loss, nuclei count;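 cell loss after 18 h compound exposure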
* hit, by the source's call; i = inactive; ? = inconclusive; . = not tested or not shown; [ ] = dose if it differs, or a comment.

SMILES	Insulin prom up	Insulin prom up cell count	bCat nuc transl	bCat nuc transl cell count 5 µM	MT stabilize HCS	MT stabilize HCS Hoechst-high %	MT stabilize HCS cytotoxicity %	CSM14.1 death rescue	Dynein cargo inh	Dynein cargo inh cytoplasmic EGFP	Dynein cargo inh nuclear GR-EGFP	Dynein cargo inh cell count	Autophagy HCS	Autophagy HCS cell loss 18 h	UTI89 phage lysis	P. falciparum M17LAP	M1AAP inhibition
CCn1c(O)c(/C=C2\C=NN=C2c2ccc(C)cc2)sc1=S	-0.2	1261	3.8	517	1.3	2.3	4.6	-1.7%	0.48	-0.2	0.42	-0.42	i	6	-0.1%	10%	4%
O=C(NC(=S)Nc1cc(C(F)(F)F)ccc1Cl)c1ccccc1	-0.49	1635	1.1	1366	2.1	2.0	8.1	1.0%	-0.75	-0.16	-0.51	-0.11	i	10	0.5%	10%	3%
Cc1cccc(N2C(=O)/C(=C/c3cccnc3)SC2=S)c1	-0.22	1067	-0.5	1229	.	.	.	.	-1	-0.21	0.12	-0.33	.	.	-0.2%	11%	1%
Cc1ccc(S(C)(=O)=NC(=O)NC(=O)c2c(Cl)cccc2Cl)cc1 (stereo unspecified)	-0.51	1422	-2.1	1063	.	.	.	.	-0.13	-0.15	-0.11	-0.1	.	.	-0.7%	-6%	-2%
O=C(O)c1cc(N=Nc2c(O)ccc3ccccc23)cc(C(=O)O)c1	0.47	1514	0.4	1431	5.5	0.8	4.0	-1.3%	1.5	0.47	1.5	-2	i	21	-0.5%	26%	?
COc1ccccc1NC(=O)COc1ccc(/C=N/NC(=O)CSCc2ccc(Cl)cc2)cc1	.	.	.	.	3.2	2.0	9.3	-3.1%	0.62	0.1	-0.45	-0.74	i	5	0.4%	2%	0%
O=C(c1ccco1)N1CCN(Cc2cn[nH]c2-c2cccc3ccccc23)CC1	1.4	1069	0.3	1383	.	.	.	.	-0.5	-0.25	-0.13	0.68	.	.	0.0%	5%	0%
CCCCCOC(=O)C1=C(C)Nc2ncnn2C1c1cccs1 (stereo unspecified)	0.67	801	1.3	989	1.4	0.7	2.6	2.4%	-0.44	-0.28	-0.21	0.051	i	-1	0.7%	-4%	-3%
Cc1ccc(CNC(=O)CSc2ccc(-c3ccco3)nn2)cc1	0.14	1364	0.0	1201	2.7	3.7	5.4	-1.4%	-0.39	-0.19	0.15	-0.52	i	-4	0.3%	9%	12%
c1cc2c(cc1C1CCCN1)OCCCO2 (stereo unspecified)	0.8	1971	0.1	1082	2.3	2.1	6.4	-0.2%	0.59	-0.22	0.72	0.54	i	-1	-3.0%	0%	3%
O=C(CSc1nc2ccccc2s1)Nc1ccc2c(c1)OCO2	0.04	1322	-2.3	539	3.3	1.3	0.9	-2.0%	0.11	-0.097	0.13	0.25	i	24	0.0%	10%	6%
CCCc1cc(N2CCCC(C(=O)Nc3ccc(OC)cc3OC)C2)n2ncnc2n1 (stereo unspecified)	.	.	-3.8	1005	4.2	1.3	8.2	-0.9%	0.091	-0.21	0.7	0.11	i	6	2.4%	5%	-3%
Cc1ccsc1/C=N/n1c(COc2ccccc2)n[nH]c1=S	-0.65	1515	-2.5	1176	2.0	2.7	8.3	-2.4%	-0.093	-0.22	0.39	-0.037	i	19	?	1%	11%
CCOC(=O)C1CCN(C(c2cccc(OC)c2)c2sc3nc(C)nn3c2O)CC1 (stereo unspecified)	-0.94	1922	-0.1	1139	1.9	1.9	11	.	0.73	-0.12	0.66	-0.68	i	1	2.5%	6%	1%
O=C(Nc1ncc(Cc2cccc(Cl)c2Cl)s1)C1CCCO1 (stereo unspecified)	.	.	-0.1	1554	0.9	0.9	3.2	4.3%	0.14	-0.23	0.0086	0.29	i	0	0.1%[50 µM]	3%	-2%
COc1ccc(OC)c(-c2csc3nnc(SCC(=O)Nc4ccc(NC(C)=O)cc4)n23)c1	-0.03	1268	-6.8	1061	1.7	2.2	7.7	0.4%	-0.25	-0.2	0.18	-0.017	.	.	7.6%	13%	2%
CCN(CC)CC(=O)NCc1cc(-c2ccc(OC)cc2)no1	.	.	.	.	3.6	1.7	7.1	2.0%	0.41	0.83	0.74	0.14	i	-26	1.0%[50 µM]	9%	0%
CC1=C(C#N)C(/C=N/OCc2ccc(Cl)cc2)CC(=O)N1 (stereo unspecified)	0.11	1176	1.7	1070	1.8	3.6	3.7	-0.7%	-0.56	0.38	0.25	-0.074	i	27	0.5%	1%	4%
O=C1/C(=C/c2ccncc2)SC(=S)N1C1CCCCC1	0.17	1484	-0.3	1116	6.2	2.7	2.3	2.1%	0.7	-0.15	0.28	-0.67	i	5	-0.1%	0%	11%
CCC(CC)c1nnc(NC(=O)c2nc3nc(C)cc(C)n3n2)s1	.	.	.	.	2.7	3.1	6.7	-0.6%	0.17	-0.24	0.075	-0.099	i	-3	-0.4%	21%	7%
O=C(Nc1nnc(-c2cccnc2)o1)c1cccc([N+](=O)[O-])c1	0.17	1260	-1.1	1128	2.5	0.8	0.4	-2.1%	-0.48	-0.28	-0.11	0.38	i	6	.	5%	-2%
O=C(CCCN1C(=O)c2cccc3cccc(c23)C1=O)N1CCN(c2ncccn2)CC1	-0.39	1346	0.5	1451	4.8	2.2	8.4	-0.9%	-0.42	1.1	0.24	-0.33	i	10	0.1%	3%	4%
Cc1ccc(OCCOC(=O)Cn2nc(C)c([N+](=O)[O-])c2C)cc1	1.4	1174	-0.5	1061	2.4	2.3	2.2	-1.5%	-0.19	-0.24	-0.41	0.66	i	-8	-0.2%	4%	-1%
Cc1cccn2c(=O)c(C=Nc3ccc(Cl)cc3)c(NCCO)nc12	-0.52	1105	-3.3	1229	3.9	1.8	7.4	0.2%	-0.56	-0.29	-0.33	0.29	i	-3	6.5%	-35%	-1%
CCn1c(SCC(=O)Nc2cc(C)on2)nnc1-c1ccco1	0.56	933	-1.2	1139	2.6	1.4	8.5	0.3%	-0.17	0.0064	0.13	-0.12	i	-13	-2.6%	-4%	5%
Cc1cc(C)n(-c2nc3ccccc3nc2Nc2ccc3c(c2)OCO3)n1	-0.93	1017	-3.4	1198	4.7	2.0	4.4	-0.6%	0.52	-0.14	0.62	-0.083	i	-7	-1.3%	4%	4%
O=c1nc(N2CCCC2)nc(Nc2ccccc2)[nH]1	0.84	1126	.	.	2.9	1.2	3.4	-1.4%	0.94	-0.095	1.4	-2.4	i	3	5.3%	-7%	10%
O=C(Cc1ccccc1)Nc1ccc(-c2nnc(-c3ccco3)o2)cc1	.	.	3.9	578	2.0	2.4	23	-1.3%	1.6	0.36	1.3	-0.83	i	-2	2.4%	0%	11%
CC(=O)Nc1ccc(NC(=O)Cn2c(-c3ccc(F)cc3)cnc2SCC(=O)Nc2c(C)cccc2C)cc1	.	.	.	.	2.3	1.4	6.3	0.6%	0.15	-0.025	0.27	0.042	i	-24	0.2%	-1%	-1%
COc1ccc(N=CC2=C(O)c3ccccc3C2=O)c(OC)c1	-1.5	1534	-0.1	1253	3.2	1.6	2.1	-3.5%	-0.18	-0.27	-0.95	-0.063	i	0	0.5%	11%	1%
c1ccc(Cn2c3ccccc3c3nnc(SCCN4CCCCC4)nc32)cc1	-0.16	1265	-3.9	1127	.	.	.	.	-0.0066	-0.29	-0.12	0.23	.	.	.	-2%	4%
CCOc1ccc(N2C(=O)/C(=C/c3cccs3)N(C)C2=S)cc1	0.01	1221	0.9	956	4.7	2.4	7.7	-0.6%	-0.085	-0.28	-0.17	-0.027	i	1	2.4%	9%	6%
CCCC(=O)C1CCN(Cc2ccccc2)CC1	-0.32	931	-3.0	1128	2.9	1.6	5.4	2.1%	-0.42	0.11	-0.37	0.56	i	-40	1.0%	8%	3%
Cc1cc(N2CCCCC2)nc(SCC(=O)c2ccccc2)n1	-0.5	1479	-7.4	1037	5.1	4.2	8.6	3.1%	-0.27	-0.33	-0.19	0.71	i	4	0.0%	-7%	1%
Cc1ccc(CSCc2ccc(C(=O)NCCCN3CCOCC3)o2)cc1	-1.1	1314	-1.0	1074	2.3	1.8	8.3	0.7%	-0.25	-0.25	-0.13	-0.072	i	7	-0.1%	2%	3%
Cc1ccccc1NC(=S)NC(NC(=O)c1ccco1)C(Cl)(Cl)Cl (stereo unspecified)	0.53	1257	-0.9	1090	3.1	3.0	8.0	-0.1%	-0.86	-0.26	-0.64	0.92	i	-1	2.3%[50 µM]	2%	20%
Cc1nc2c3ccccc3nc(SCC(=O)c3ccc(Cl)cc3)n2n1	0.74	1301	-1.8	508	3.6	1.7	0.3	-1.9%	1.3	-0.19	0.62	-0.87	i	5	0.1%	11%	10%
CC(C)C(NC(=O)/C=C/c1cccc([N+](=O)[O-])c1)C(C)C	-0.15	1183	0.8	527	2.6	2.7	4.2	6.3%	-0.27	-0.2	-0.16	0.72	i	0	0.3%	3%	0%

Compound activity from PubChem.
